CFTR F508del cor: F508del CFTR correction, initial screen, CFBE line, single point | CFBE cells, YFP halide quenching; stimulated with forskolin plus potentiator P3; % fluorescence drop versus neutral controls | activity (quench increase), % at 7.58 µM | 350,000 tested, 0.36% active | AID 720511, 2013;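 active means mean added fluorescence quench of at least 8% versus neutral control, with both replicates also reaching 8%; inconclusive means only one of the mean or replicate conditions met; inactive means mean below 8% and not both replicates reaching 8%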;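 further: cells transiently co-express mutant CFTR-F508del with the halide-sensitive YFP; corrector assay measuring rescue of mutant channel to the surface after 24 h compound exposure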
DENV2 CPE: inhibitors of DENV2 cytopathic effect, primary screen, cell-based, plate reader, single concentration. DENV2-infected cells, cytopathic effect rescue. CPE inhibition, % at 9.99 µM. 350,000 tested, 1.7% active. AID 651640, 2012; in the data active means CPE inhibition above about 20%, passing the limit was not always enough; inconclusive means no clear call, values can overlap the other calls; tested in BHK-21 cells;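 further: 0% = median of neutral control wells and 100% = median of positive control wells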
PAX8 inh HTS: inhibitors of PAX8-driven TPO luciferase reporter, primary screen, RMG-I cells, single concentration; SteadyGlo, 24 h; inhibition, % at 12.6 µM; 360,000 tested, 1.2% active;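 active means mean replicate inhibition at least 60% with every replicate also reaching 60%; inconclusive means only one of the two criteria is met; inactive means mean below 60% and not all replicates reaching 60%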;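 further: luciferase light reporting Pax8 driven TPO promoter activity; plate controls were median of neutral control wells for no effect and mitoxantrone controls for full effect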
GSIS activator: GLuc luminescence reporter in INS-1E cells, primary screen for activators of glucose-dependent secretion of insulin; 370,000 tested, 0.61% active; INS-1E GLuc reporter insulin secretion, 2-3 h; activation, % at 16.6 µM;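 active means lowest replicate activation of at least 40%, so every replicate reaches that level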;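 further: 0% = median of neutral control wells and 100% = median of IBMX positive control wells; some compounds called inactive have numbers as strong as hits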
miR-122 sensor: miR-122 Renilla sensor signal increase in Huh7, primary screen, miR-122 inhibitor project, cell-based, single point, plate reader | AID 602342, 2012 | activation (reporter increase), % at 12.5 µM | 340,000 tested, 0.3% active | Huh7 miR-122 Renilla luciferase sensor, 48 h; neutral wells = 0, positive control = 100;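 active means mean replicate activation score at least 90 and every replicate individually at or above 90; inconclusive means only one of the two criteria met; inactive means neither criterion met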;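 further: higher luciferase means less miR-122 activity so hits act as miR-122 inhibitors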
FN deposition inh: inhibitors of fibronectin matrix deposition, primary screen, AH1F cells, Alexa488-fibronectin fluorescence, plate reader | inhibition, % at 12.6 µM | AH1F fibroblasts, overnight | 350,000 tested, 0.086% active;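 active means mean inhibition across replicates of 30% or more, regardless of how many single replicates reach that level; inconclusive means mean under 30% yet at least half of replicates reach 30%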;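 further: positive control wells lacked labelled fibronectin entirely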
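Assay system: AH1F fibroblasts assembling fluorescent fibronectin matrix; Amount: 10000 AH1F cells per well; Buffer or medium: DMEM, 2% serum; Probe or stimulus: Alexa488-fibronectin, 24 nM final in well; Doses: single compound dose, delivered by pin transfer; Incubation: 1 h adhesion, overnight exposure; Measured by: fluorescence 485/525 nm; Read-out: fibronectin deposition inhibition.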
EWS-Fli block: EWS/Fli-driven NR0B1 reporter inhibitors, primary screen, A673 cells, NR0B1 luciferase, luminescence, MLPCN library; viability-normalised; inhibition, % at 12.6 µM; 350,000 tested, 0.67% active; AID 651661, 2012;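 active means mean inhibition of at least 50% after viability correction, with every replicate also passing that limit; inconclusive means mean reaches 50% but only one of two replicates passes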;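 further: firefly luciferase signal divided by Alamar Blue viability fluorescence both relative to DMSO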
* hit, by the source's call; ? = inconclusive; / = no result given; & = joins results of further samples; [ ] = remark or other dose.

SMILES	CFTR F508del cor	DENV2 CPE	PAX8 inh HTS	GSIS activator	miR-122 sensor	FN deposition inh	EWS-Fli block
C[C@H]1CN([C@@H](C)CO)C(=O)c2cc(NC(=O)Cc3cn(C)c4ccccc34)ccc2O[C@@H]1CN(C)C(=O)Nc1ccc2c(c1)OCO2	1.0	6	/	19	-23[16.7 µM]	/	-89
COc1cccc(C(=O)N2CCC[C@@H]2C(=O)N2CCC[C@H]2C(=O)NCc2ccncc2)c1	1.6	15	8	21	/	0	-4
O=C(c1ccc(Cl)c([N+](=O)[O-])c1)N1CCN(c2ccccn2)CC1	/	/	17	-4	/	3	-15
O=C(Cn1nc(Cc2cccnc2)c2ccccc2c1=O)N1CCN(C(=O)c2ccco2)CC1	0.2	-1	7	3	-2	-10	-3
C[C@@H]1CCCCO[C@H](CN(C)CC2CCCCC2)[C@H](C)CN([C@H](C)CO)C(=O)c2cc(NC(=O)CCCN(C)C)ccc2O1	-1.9	/	-22	15	-4[16.7 µM]	/	1
Cc1ccc(C(=O)Nc2ccccc2C(=O)O)cc1S(=O)(=O)Nc1ccccc1	-0.6	14	7	-8	92*	13	22
CO[C@H]1CN(C)C(=O)c2cc(NC(=O)Nc3ccc(Cl)cc3)ccc2OC[C@@H](C)NC[C@H]1C	0.9	-1	/	9	1[16.7 µM]	7	7
COC(=O)C1=C(C)NC=C([N+](=O)[O-])C1c1ccc(OC)cc1 (centres undefined)	2.0	3	8	-5	-1	13	-4
Cc1cc(NC(=O)COc2cccnc2[N+](=O)[O-])no1	1.3	2	-17	-7	/	-7	-9
C[C@@H]1CN([C@H](C)CO)C(=O)c2cc(NS(=O)(=O)c3cccs3)ccc2O[C@H]1CN(C)Cc1ccc(C(=O)Nc2ccccc2N)cc1	2.4	?	/	7	-9[16.7 µM]	/	31
O=C(Nc1cc(F)ccc1F)N1CCCCN2[C@H](CO)[C@@H](c3ccc(-c4ccncc4)cc3)[C@@H]2C1	-2.4	3	-17	-2	7[16.7 µM]	/	6
CCN1C(=O)/C(=C/c2cn(C)nc2C)SC1=S	/	/	/	2	0	-8	/
CCOc1ccccc1NC(=O)Cn1nnc(-c2ccc(OCC)c(OCC)c2)n1	1.9	/	/	7	-1	/	11
CC(C)CCN1C(=O)c2ccccc2C1c1nnnn1Cc1ccccc1 (centres undefined)	0.0	-7	2	-22	/	-4	-3
CN(CC(=O)Nc1ccc(Cl)c(C(F)(F)F)c1)C(=O)CCCc1nc2ccccc2c(=O)[nH]1	-3.8	?	10	-6	/	4	-8
CCOc1ccccc1N1CCN(CC(=O)c2c(N)n(C)c(=O)n(C)c2=O)CC1	3.8	-1	-13	5	/	-11	-1
CCc1cc(-c2[nH]ncc2-c2nc3ccccc3n2C)c(O)cc1O	-4.4	0	3	/	-2	-9	3
CCC(=O)N1CC2(CCN(Cc3ccc(Cl)cc3)CC2)c2c([nH]c3cc(OC)ccc23)[C@H]1CO	9.8*	-33	/	-7	/	/	-7
COC(=O)C[C@H]1CC[C@@H]2[C@H](COC[C@H](O)CN2S(=O)(=O)c2ccccc2OC)O1	-3.0&-1.8	-2&16	-4&-12	4&9	-4[16.7 µM]	-3&5	2&-9
C[C@@H]1CN([C@H](C)CO)C(=O)c2cc(NS(=O)(=O)c3cccs3)ccc2O[C@@H]1CN(C)Cc1ccc(-c2ccccc2)cc1	-0.4	3	21	-20	23[16.7 µM]	7	34

13 structures from above, arranged by formula weight, lowest first:
SMILES	CFTR F508del cor	DENV2 CPE	PAX8 inh HTS	GSIS activator	miR-122 sensor	FN deposition inh	EWS-Fli block
CCN1C(=O)/C(=C/c2cn(C)nc2C)SC1=S	/	/	/	2	0	-8	/
COC(=O)C1=C(C)NC=C([N+](=O)[O-])C1c1ccc(OC)cc1 (centres undefined)	2.0	3	8	-5	-1	13	-4
CCc1cc(-c2[nH]ncc2-c2nc3ccccc3n2C)c(O)cc1O	-4.4	0	3	/	-2	-9	3
O=C(c1ccc(Cl)c([N+](=O)[O-])c1)N1CCN(c2ccccn2)CC1	/	/	17	-4	/	3	-15
CC(C)CCN1C(=O)c2ccccc2C1c1nnnn1Cc1ccccc1 (centres undefined)	0.0	-7	2	-22	/	-4	-3
Cc1ccc(C(=O)Nc2ccccc2C(=O)O)cc1S(=O)(=O)Nc1ccccc1	-0.6	14	7	-8	92*	13	22
COC(=O)C[C@H]1CC[C@@H]2[C@H](COC[C@H](O)CN2S(=O)(=O)c2ccccc2OC)O1	-3.0&-1.8	-2&16	-4&-12	4&9	-4[16.7 µM]	-3&5	2&-9
COc1cccc(C(=O)N2CCC[C@@H]2C(=O)N2CCC[C@H]2C(=O)NCc2ccncc2)c1	1.6	15	8	21	/	0	-4
CN(CC(=O)Nc1ccc(Cl)c(C(F)(F)F)c1)C(=O)CCCc1nc2ccccc2c(=O)[nH]1	-3.8	?	10	-6	/	4	-8
CCC(=O)N1CC2(CCN(Cc3ccc(Cl)cc3)CC2)c2c([nH]c3cc(OC)ccc23)[C@H]1CO	9.8*	-33	/	-7	/	/	-7
C[C@@H]1CN([C@H](C)CO)C(=O)c2cc(NS(=O)(=O)c3cccs3)ccc2O[C@@H]1CN(C)Cc1ccc(-c2ccccc2)cc1	-0.4	3	21	-20	23[16.7 µM]	7	34
C[C@H]1CN([C@@H](C)CO)C(=O)c2cc(NC(=O)Cc3cn(C)c4ccccc34)ccc2O[C@@H]1CN(C)C(=O)Nc1ccc2c(c1)OCO2	1.0	6	/	19	-23[16.7 µM]	/	-89
C[C@@H]1CN([C@H](C)CO)C(=O)c2cc(NS(=O)(=O)c3cccs3)ccc2O[C@H]1CN(C)Cc1ccc(C(=O)Nc2ccccc2N)cc1	2.4	?	/	7	-9[16.7 µM]	/	31

Next part.
SMILES	CFTR F508del cor	DENV2 CPE	PAX8 inh HTS	GSIS activator	miR-122 sensor	FN deposition inh	EWS-Fli block
CN(C)C(=O)c1ccc(-c2ccccc2[C@@H]2[C@@H](C#N)N(C(=O)C3CCCCC3)[C@@H]2CO)cc1	4.4	1	14	-12	/	-11	7
OCC1OC(C(N=Nc2ccccc2)=NNc2ccccc2)C(O)C1O (centres undefined)	3.9	?	-11	-10	/	12	-13
CC(=O)Nc1ccccc1NC(=O)C(F)(F)F	/	/	-7	/	1	-1	/
COc1ccc2c3c(n(C)c2c1)[C@H](CO)N(C(=O)NC(C)C)CC31CN(CC2CCOCC2)C1	0.1	12	/	13	/	/	-7
COc1cccc(C(C(=O)NCC2CCCO2)N(C(=O)Cn2nnc3ccccc32)c2ccc(NC(C)=O)cc2)c1 (centres undefined)	-1.0	9	3	-4	/	2	-4
COCC(=O)N1CCC(Oc2ccc(C(=O)NC3Cc4ccccc4C3)cc2)CC1	-1.5	7	-11	12	/	/	29
CCOC(=O)COc1ccc2c(c1)C(=O)CC(C)(c1cccnc1)O2 (centres undefined)	1.3	4	/	-9	7	/	14
Cc1c(OC(C)C(=O)N[C@@H](Cc2ccccc2)C(=O)O)ccc2c3c(c(=O)oc12)CCCC3 (some centres undefined)	0.4	-21	/	/	-2	/	4
COc1cc(CCC(=O)NCc2ccc(Cl)cc2)cc(OC)c1OC	-1.9	1	2	8	2	5	-2
CCN(CCCNC(=O)Cn1ncc2c([nH]c3ccc(C)cc32)c1=O)Cc1ccccc1	1.0	-2	1	/	-3	14	2
COc1ccc(S(=O)(=O)Cc2ccc(C(=O)NCCCN(C)c3ccccc3)o2)cc1	/	/	18	/	-2	0	/
O=C(C[C@@H]1C=C[C@@H](NC(=O)Cc2ccccn2)[C@H](CO)O1)NCCc1ccccc1	1.3	-3	/	20	/	/	5
Cc1ccc(NC(=O)Nc2cccnc2)cc1NC(=O)Nc1cccnc1	-0.5	6	8	-3	-2	8	0
Cc1ccc2c(c1)S(=O)(=O)c1ccc3ccccc3c1N2	0.6	1	/	12	3	-1	-16
OC(c1ccc(Cl)c(F)c1)c1ncc(-c2ccccc2Cl)[nH]1 (centres undefined)	0.3	-6	-6	-7	25	8	1
CC(=O)c1nn(-c2ccc(C)cc2)cc1C(=O)c1cccc(Br)c1	0.5	1	1	-6	-11	-11	-7
Cc1cc2ccccc2n1CCNC(=O)C(C)(C)C	-0.1	3	6	/	-5	-6	-5
COc1cc(Cl)c(C)cc1NC(=O)[C@@H]1CCCN1C(=O)c1cccs1	/	/	-3	-6	/	3	/
C/C=C/c1ccc([C@@H]2[C@@H](CO)N(C(=O)c3cnccn3)C23CN(C(=O)CC)C3)cc1	-0.2	-10	/	4	/	/	2
Cc1ccc(C)c(NC(=O)c2ccccc2NS(=O)(=O)c2cc([N+](=O)[O-])ccc2C)c1	/	-1	17	-6	/	0	7
Cc1cc(CNCc2cn(C)nc2-c2ccc(Oc3ccccc3)cc2)on1	2.5	-1	11	-11	/	5	6
O=C(Cn1ncc2c([nH]c3ccccc32)c1=O)NCCCN1CCN(c2ccccc2)CC1	-1.0	9	3	-6	-2	11	10
Cn1c(CN2CCC(C(N)=O)CC2)c(C#N)c2ccccc21	/	/	39	/	-6	9	/
CCOC(=O)Nc1ccc2nc(N3CCCCCC3)sc2c1	-19	-2	-144	-26	35	12	-10
CO[C@@H]1CN(C)C(=O)c2cc(NC(=O)C3CCOCC3)ccc2OC[C@@H](C)N(CC2CC2)C[C@@H]1C	-0.6	0	-3	10	/	8	-1
Cc1ccc(S(=O)(=O)N[C@H]2CC[C@@H](CC(=O)NCc3ccccc3F)O[C@H]2CO)cc1	0.8	8	-4	-5	/	/	-4
CC(C)CCn1c(CN2CCOCC2)nc2c1c(=O)n(C)c(=O)n2C	-1.1	-10	-18	-3	/	1	6
CCNC(=O)C[C@@H]1CC[C@H]2[C@@H](COC[C@H](O)CN2C(=O)C2CCOCC2)O1	0.3	0	-4	-2	-4[16.7 µM]	-7	-1
CCCCn1nc(C(=O)NC2CCCCCC2)c2ccccc2c1=O	0.1	-7	-4	2	-9	-7	14
O=C(C[C@H]1C=C[C@H](NC(=O)c2cccc(F)c2)[C@H](CO)O1)NCc1ccc(Oc2ccccc2)cc1	0.2	14	/	-7	/	/	17
CC[N+](CC)(CC)CCOc1ccc(/C=C/c2ccccc2)cc1	-0.8	-5	96*	-1	2	-4	7
C[C@@H]1CN([C@H](C)CO)C(=O)c2cc(-c3cncnc3)cnc2O[C@H]1CN(C)Cc1ccccc1	0.3	6	-3	28	0[16.7 µM]	-4	-8
C[C@@H]1CN([C@@H](C)CO)C(=O)c2cccc(NS(=O)(=O)c3cn(C)cn3)c2O[C@H]1CN(C)Cc1ccc(C(=O)Nc2ccccc2N)cc1	-1.4	-10	-26	16	/	2	-5
C[C@@H]1CCCCO[C@@H](CN(C)Cc2ccc(Cl)c(Cl)c2)[C@H](C)CN([C@H](C)CO)C(=O)c2cc(NS(=O)(=O)c3ccc(F)cc3)ccc2O1	-0.3	?	85*	-18	-15[16.7 µM]	-1	27
COCc1cn(CC[C@@H]2CC[C@H](NC(=O)CCN3CCCCC3)[C@@H](CO)O2)nn1	-1.0	0	10	4	/	-20	8
O=C(NCC[C@@H]1CC[C@H](NS(=O)(=O)c2cccc(F)c2)[C@H](CO)O1)Nc1cc(F)ccc1F	0.4	5	-5	-6	/	/	-7
